# Screens from PubChem BioAssay.
# MT1-MMP act inh = inhibitors of human MT1-MMP activation. P50281. HT1080 RFP-PRO-GFP cells, GFP/RFP ratio fluorescence, overnight; percent of plate control window, DMSO zero. GFP/RFP ratio change, % at 20 µM. actives 0.061% (n = 360,000);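 active = GFP/RFP ratio change of at least 30% with cell ATP level not reduced by more than half and red fluorescence within 50% of control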; note: strong numbers were not always called active
#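 Test system: HT1080 RFP-PRO-GFP cells; Benchmarks: DMSO and RFP-L50D-GFP cell wells; Timing: cells overnight before dosing, compound overnight, 37 °C, 5% CO2; Compound: one 20 µM compound dose with 1% DMSO; Read-out: GFP/RFP fluorescence ratio.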
# Rpn11 block = Rpn11 (human) deubiquitinase inhibition; calls only at 20 µM; O00487; AID 588493; human 26S proteasome, Ub4-pepOG fluorescence polarization; 20S core pre-blocked with epoxomicin; actives 0.59% (n = 360,000);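 active = inhibition at 20 µM, scaled to each plate's controls, above about 33%, limit read from the data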
# Target sequence (O00487 whole entry, looked up): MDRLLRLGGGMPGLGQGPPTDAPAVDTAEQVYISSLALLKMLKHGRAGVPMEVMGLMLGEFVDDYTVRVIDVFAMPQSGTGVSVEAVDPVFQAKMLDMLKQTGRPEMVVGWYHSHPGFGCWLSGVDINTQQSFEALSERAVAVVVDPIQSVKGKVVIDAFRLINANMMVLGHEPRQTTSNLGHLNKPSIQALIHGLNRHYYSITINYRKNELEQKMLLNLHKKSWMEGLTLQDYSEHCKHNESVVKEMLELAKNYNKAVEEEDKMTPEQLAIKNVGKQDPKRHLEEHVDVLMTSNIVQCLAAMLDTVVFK
# MsrA act = activates bovine MsrA enzyme | purified bovine MsrA, absorbance read-out | activation, % at 10.6 µM | actives 0.3% (n = 360,000); in the data active = activation above about 7.5%;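 note: 0% = vehicle and 100% = reference activator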
# FAS-TE inh = FAS thioesterase (human) inhibition | P49327 | actives 0.67% (n = 360,000) | inhibition, % at 15 µM | recombinant FAS-TE, OMFH fluorogenic substrate, fluorescence endpoint | AID 602261;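 active = compounds whose normalised, plate-corrected inhibition of enzyme fluorescence in the single-dose primary screen is 50% or more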;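 note: 0% = DMSO with enzyme and 100% = substrate without enzyme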
# Rin1 Abl inh = inhibitors of human Rin1-Abl protein interaction | P00519+Q13671 | TR-FRET Rin1/Abl binding, biochemical | inhibition, % at 7.35 µM | actives 0.4% (n = 360,000); in the data active = inhibition above about 5%, passing the limit was not always enough
# PABP1 MLLE inh = blocks PAM2 peptide binding to the PABP1 MLLE domain; AID 588489; GST-MLLE / FITC-PAM2 fluorescence polarization; inhibition, % at 20 µM; actives 0.36% (n = 360,000); P11940; in the data active = inhibition above about 35%, passing the limit was not always enough;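 note: plate controls were DMSO wells with GST-MLLE for no effect and wells lacking GST-MLLE protein for full effect; some results filed as inactive read as strong as hits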
# Target sequence (P11940 whole entry, looked up, the tested form may be a part): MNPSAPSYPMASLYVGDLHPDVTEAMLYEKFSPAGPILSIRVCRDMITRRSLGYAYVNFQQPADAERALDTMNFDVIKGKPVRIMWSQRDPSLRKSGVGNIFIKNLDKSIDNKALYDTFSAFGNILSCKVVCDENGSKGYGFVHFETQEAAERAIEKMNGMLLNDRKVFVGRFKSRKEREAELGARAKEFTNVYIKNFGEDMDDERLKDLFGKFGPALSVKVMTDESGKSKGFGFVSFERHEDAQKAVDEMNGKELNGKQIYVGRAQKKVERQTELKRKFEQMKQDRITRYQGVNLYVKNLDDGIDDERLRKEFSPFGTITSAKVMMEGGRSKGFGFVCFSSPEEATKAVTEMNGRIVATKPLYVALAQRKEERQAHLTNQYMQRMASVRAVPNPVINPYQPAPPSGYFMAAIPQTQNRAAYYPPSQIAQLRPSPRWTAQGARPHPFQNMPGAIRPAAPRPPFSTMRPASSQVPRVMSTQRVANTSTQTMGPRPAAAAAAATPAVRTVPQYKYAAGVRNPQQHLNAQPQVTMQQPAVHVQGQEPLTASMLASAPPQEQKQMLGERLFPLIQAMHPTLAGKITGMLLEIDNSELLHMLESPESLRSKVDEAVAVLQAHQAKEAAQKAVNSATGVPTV
# E coli Lon inh = inhibitors of E. coli Lon protease; actives 0.42% (n = 360,000); inhibition, % at 7.94 µM; purified E. coli Lon protease, fluorescence polarization; P0A9M0; in the data active = inhibition above about 13%, passing the limit was not always enough;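 note: 0% = enzyme with probe and DMSO and 100% = no enzyme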
# MsrA inh = inhibitors of bovine MsrA; AID 651718; purified bovine MsrA, absorbance read-out; inhibition, % at 15.5 µM; actives 0.75% (n = 360,000); in the data active = inhibition above about 4.5%;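 note: 0% = vehicle wells with enzyme and 100% = reference inhibitor wells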
# CSN inh = inhibitors of human CSN-mediated cullin deneddylation. Q92905. Purified CSN, SCF-Nedd8-OG deneddylation, fluorescence polarization. inhibition, % at 12.5 µM. actives 0.38% (n = 360,000). AID 651999;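 active = pattern-corrected inhibition above about 35%, with an unprinted fluorescence ratio check between 0.5 and 1.5, limit read from the data, passing the limit was not always enough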;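 note: 0% = enzyme with substrate and 100% = substrate without enzyme; some results filed as inactive read as strong as hits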
#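 Assay system: purified human Csn5 enzyme expressed in HEK293T cells; measure: % inhibition; also added: SCFSkp2-Nedd8OG substrate at 10 nM final; technique: fluorescence polarization; times: reaction 90 min, room temperature; medium: Tris buffer pH 7.5, NaCl, DTT, Tween-20, trehalose, ovalbumin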
# * marks the source's active call; other numbers are inactive results; i = inactive; . = no result given; & = joins results of further samples.
SMILES,MT1-MMP act inh,Rpn11 block,MsrA act,FAS-TE inh,Rin1 Abl inh,PABP1 MLLE inh,E coli Lon inh,MsrA inh,CSN inh
CC(Sc1n[nH]c(=O)[nH]c1=O)C(=O)OCc1ccccc1 (configuration not stated),5,i,2,-5,1,3,-8,-0.4,-6
CCc1nc(SCC(=O)Nc2ccc(N(C)C)cc2)c2ccccc2n1,-8,i,-5,-1,-7,20,-1,0.9,0
CCC(C)(C)NC(=O)C1CCN(S(=O)(=O)c2cccs2)CC1,0,i,-4,-3,-1,-13,9,-0.3,1
CCO[C@H]1OC(C(=O)N2CCCCCCC2)=C[C@@H](C2CCCCC2)[C@@H]1CCCO,7,i,-2,6,0,-4,3,0.6,2
CSCC(=O)Nc1ccc(F)c(Cl)c1,-2,i,-2,-4,4,-9,-4,-0.6,-4
Cc1ccnc(NC(=O)c2ccc(S(=O)(=O)N3CCCC3)cc2)c1,-1,i,0,-3,-2,-8,-4,-0.3,0
C=CCn1cc(C(=O)N2CCN(CC)CC2)c(=O)c2cc(S(=O)(=O)N(CC)CC)ccc21,2,i,-2,-9,2,3,-11,1.8,9
CCN(C[C@H]1N[C@@](C)(C(=O)OC)[C@H]2C(=O)N(Cc3ccccc3)C(=O)[C@@H]12)C(=O)NC(C)C,3,i,-1,-11,-3,-3,-11,-0.7,0
CNc1cccc(-c2ccc(N3CCN(C)CC3)nc2)n1,8,i,-3,-9,3,5,9,2.6,4
Cc1ccc(C)c(C(=O)N2CCC(n3nccc3NC(=O)C3CC3)CC2)c1,-3,i,-3,-6,3,-9,-6,0.9,5
COc1c(Cl)cc(Cl)cc1C(=O)Nc1ccc(C(=O)O)cc1,-1,i,-3,-10,-3,-11,0,-0.8,-6
COc1ccc(C(CC(=O)N2CCCC(C)C2)c2c(OC)cc(OC)c3c(-c4ccccc4)cc(=O)oc23)cc1 (configuration not stated),-3,i,-1,32,4,3,0,1.9,26
COc1cc2c(cc1OC)C(c1ccccc1)=NCC2,-6,i,-12,-9,-4,1,11,1.4,-1
COc1ccccc1CC(=O)c1ccc(OCc2ccccc2)cc1,0,i,-8,21,0,-7,16,0.1,-1
Oc1ccc(Nc2nc(NCC3CCCO3)c3ccccc3n2)cc1 (configuration not stated),10,i,-5,-4,-3,2,0,1.2,3
Cc1nc(N)sc1N=Nc1ccccc1C(F)(F)F,9,i,0,15,-1,-6,1,0.7,3
CCOC(=O)C(=O)/C(=C\N(C)C)c1onc(-c2ccccc2Cl)c1C(=O)OC,-2,i,2,-6,-2,3,-11,2.2,4
CC(=O)C1=C(c2ccccc2)NC(=S)NC1c1ccc(O)c(O)c1 (configuration not stated),2,i,-12,-14,3,-128,-2,2.8,-5
O=C(COC(=O)/C=C/c1cccc(F)c1)NC(=O)NCc1ccccc1,0,i,-1,-3,-2,-1,10,-0.2,-4
CCOc1nc(SCCOc2ccc(C)cc2)nc(N(C)C)n1,-10,i,-3,18,-2,2,11,-0.1,-1
COc1ccc(CCNC(=O)c2cc(C)oc2C)cc1OC,1,i,-1,-3,6,-3,-17,0.9,1
CCOc1ccc(OCC)c(NC(=O)CSc2nc3c(c(=O)n(C)c(=O)n3C)n2C(C)C)c1,0,i,0,18,0,-6,0,0.7,-3
O=S(=O)(/N=C(/Nc1ccc(Cl)c(S(=O)(=O)Nc2ccccc2Cl)c1)c1ccc(F)cc1)c1ccccc1,8&8,i,-2&-4,23&38,0&0,7&-7,0&-8,1.1&0.6,-2&7
CN1CCN(c2nnc(-c3cccs3)c3ccccc23)CC1,-3,i,-5,0,-3,6,4,1.6,-4
CN1CCN(c2ccccc2NC(=O)Cc2cn(C)c3ccccc23)CC1,-7,i,1,-2,-1,1,-6,0.7,2
CCc1cnc(Nc2nc(C(N)Cc3ccc(F)cc3)cs2)nc1 (configuration not stated),0,i,-2,-9,2,11,-1,-1.1,4
COc1ccc(CN2CC(C(=O)N3CC(C)CC(C)C3)CC2=O)cc1 (configuration not stated),1,i,2,-5,-3,-6,-12,1.0,2
COC(=O)C1C2CC3c4[nH]c5cc(OC)ccc5c4CCN3CC2CC(OC2CCCCO2)C1OC (configuration not stated),-39,i,-9,-11,-5,-22,-82,2.0,1
CSC(=CC(=O)c1ccc(F)cc1)SC,-1,i,-3,0,0,-3,5,2.0,-2
Cc1cccc(OCCSc2nc3ccccc3n2CC(=O)O)c1,-1,i,-2,-1,-1,3,3,0.2,0
CCOc1ccc(S(=O)(=O)NCCC(=O)NCC(c2ccc(OC)cc2)N2CCOCC2)cc1 (configuration not stated),3,i,-4,-5,2,-6,-5,2.1,-1
CCN(CC)NC(=S)Nc1ccccc1,0,i,0,-3,-5,13,11,0.3,3
CC1CN(S(=O)(=O)c2ccc(Cl)c(S(=O)(=O)N3CC(C)OC(C)C3)c2)CC(C)O1 (configuration not stated),5,i,-5,-4,0,-5,4,-0.6,-4
O=C1/C(=C\c2ccco2)CCC/C1=C\c1ccco1,-12,.,-6,1,3,-43,-115,1.6,39*
CCN(CC)S(=O)(=O)c1ccc(C(=O)OCC(=O)N2CCN(C(=O)c3ccco3)CC2)cc1,-6,i,0,-9,5,0,-1,-0.1,3
COc1ccc(Cl)cc1N(C)C(=O)CCNC(=O)Cn1cnc2ccccc2c1=O,3,i,-4,-7,2,11,-1,-0.2,-1

# Two entries picked at random from the list so far:
SMILES,MT1-MMP act inh,Rpn11 block,MsrA act,FAS-TE inh,Rin1 Abl inh,PABP1 MLLE inh,E coli Lon inh,MsrA inh,CSN inh
O=C1/C(=C\c2ccco2)CCC/C1=C\c1ccco1,-12,.,-6,1,3,-43,-115,1.6,39*
COC(=O)C1C2CC3c4[nH]c5cc(OC)ccc5c4CCN3CC2CC(OC2CCCCO2)C1OC (configuration not stated),-39,i,-9,-11,-5,-22,-82,2.0,1

# Additional records follow.
SMILES,MT1-MMP act inh,Rpn11 block,MsrA act,FAS-TE inh,Rin1 Abl inh,PABP1 MLLE inh,E coli Lon inh,MsrA inh,CSN inh
COc1ccc(-n2nnnc2/C=C\Nc2ccc(C)cc2)cc1,1,i,-6,15,-2,-6,-3,-1.1,-1
CC[C@]1(C(=O)OC)[C@H]2C(=O)N(C)C(=O)[C@H]2[C@H]2CN=C(SCc3ccc(OC)cc3)N21,1,i,-8,-8,0,5,-7,0.5,-1
C=CCSc1nc(N)c2c3c(sc2n1)CN(C)CC3,-8,i,-3,-4,-1,-5,-12,2.3,2
COCCN(C(=O)COC(=O)CCCc1c[nH]c2ccccc12)c1c(N)n(Cc2ccccc2)c(=O)[nH]c1=O,-3,i,-7,-5,3,-11,-9,-0.6,1
CCCS(=O)(=O)C/C(N)=N/OC(=O)c1ccccc1Cl,0,i,-3,-6,3,11,1,1.1,0
CCOC(=O)c1c(CSc2ccsc2)n(C)c2cc(Br)c(O)c(CN(C)C)c12,0,i,-2,-7,-2,-11,4,-1.0,-2
OCC[C@H]1C[C@H](O)[C@@H](O)[C@]2(CCc3ccccc3O2)O1,8,i,0,-8,5,12,13,-1.4,3
Cc1csc2ncc(C(=O)NCc3ccccc3Cl)c(=O)n12,2,i,-3,39,2,1,-4,0.9,2
O=C(Nc1ccc2c(c1)OCCO2)c1ccccc1Cl,-5,i,-1,0,-3,6,-14,1.0,2
COc1ccc(CNC(=S)Nc2cccc(Cl)c2)cc1,0,i,-3,10,3,-16,-8,0.0,4
O=C(Nc1cc(Cl)ccc1F)c1ccc(-n2cncn2)c([N+](=O)[O-])c1,3,i,-6,2,1,-26,4,0.5,0
OCCN1CCN(c2nccn3ccnc23)CC1,7,i,-2,-10,-2,6,-11,0.8,-5
Cc1ccc(NC(=O)c2cc(S(=O)(=O)N3CCCCC3)ccc2N2CCOCC2)c(C)c1,2,i,-3,-3,1,12,-7,-1.3,-1
CCOC(=O)N1CCC(NC(=O)CC2C(=O)NCCN2Cc2ccccc2F)CC1 (configuration not stated),-2,i,-2,-7,4,10,13,1.4,0
O=C(c1ccc(CS(=O)(=O)c2ccc(Br)cc2)o1)N1CCCCCC1,-1,i,-1,0,-1,-4,3,-0.7,-2
O=C(CSCSCC(=O)Nc1ccc2c(c1)OCO2)Nc1ccc2c(c1)OCO2,-13,i,-3,-2,3,15,1,-1.3,2
CCOC(=O)C1=CC[C@@H](c2ccc(F)cc2)N(S(=O)(=O)c2ccc(C)cc2)[C@H]1c1ccccc1,-2,i,-1,24,3,-6,-1,1.5,-3
O=C(NC(c1ccc(Cl)cc1)c1cc(Cl)c2cccnc2c1O)c1cccnc1 (configuration not stated),-39,i,-2,-2,3,-2,6,1.4,4
Cc1ccnc(NS(=O)(=O)c2ccc(NS(=O)(=O)Cc3ccccc3)cc2)n1,10,i,-4,-7,1,-5,-4,0.5,3
CCOC(=O)N1CCN(C(=O)C(NC(=O)c2ccc(C(C)(C)C)cc2)C(C)C)CC1 (configuration not stated),2,i,0,-4,4,9,-11,-0.6,0
COc1ccccc1CNS(=O)(=O)c1cc(-c2cc(C)no2)ccc1C(C)C,1,i,-1,23,0,-3,2,0.0,-3
CC(C)OC(=O)/C(=C/c1ccco1)c1ccccc1,1,i,0,16,3,-5,-5,-0.8,3
Cc1ccc(SCC(=O)c2cc(C)c(O)c(C)c2)cc1,1,i,-5,14,1,14,-4,4.2,-3
C/C=C\C=C\C(=O)N1CC2(CC(c3cccc(NC(=O)CC(c4ccccc4)c4ccccc4)c3)=NO2)C[C@H]1C(N)=O (some centres not stated),1,i,-2,3,-2,-19,1,.,7
Cn1c(=O)c2c(nc(OCc3cccnc3)n2Cc2c(F)cccc2Cl)n(C)c1=O,-5,i,-2,4,3,5,8,0.2,5

# A different layout for part of the listing above:
Molecule	MT1-MMP act inh	Rpn11 block	MsrA act	FAS-TE inh	Rin1 Abl inh	PABP1 MLLE inh	E coli Lon inh	MsrA inh	CSN inh
Cc1ccc(SCC(=O)c2cc(C)c(O)c(C)c2)cc1	1	i	-5	14	1	14	-4	4.2	-3
O=C(CSCSCC(=O)Nc1ccc2c(c1)OCO2)Nc1ccc2c(c1)OCO2	-13	i	-3	-2	3	15	1	-1.3	2
O=C(NC(c1ccc(Cl)cc1)c1cc(Cl)c2cccnc2c1O)c1cccnc1 (configuration not stated)	-39	i	-2	-2	3	-2	6	1.4	4
COc1ccccc1CNS(=O)(=O)c1cc(-c2cc(C)no2)ccc1C(C)C	1	i	-1	23	0	-3	2	0.0	-3
Cn1c(=O)c2c(nc(OCc3cccnc3)n2Cc2c(F)cccc2Cl)n(C)c1=O	-5	i	-2	4	3	5	8	0.2	5

# As entered above.
# For MsrA act, `CCOC(=O)C1=CC[C@@H](c2ccc(F)cc2)N(S(=O)(=O)c2ccc(C)cc2)[C@H]1c1ccccc1` shows -1
# For MsrA inh, `CCOC(=O)N1CCC(NC(=O)CC2C(=O)NCCN2Cc2ccccc2F)CC1` (configuration not stated) shows 1.4
